Compound activity (PubChem BioAssay)
RNase H inhibition = RNase H inhibition, HIV 1 Gag Pol polyprotein, FRET biochemical assay, screening (AID 372) | HIV-1 RT RNase H, FRET RNA/DNA substrate fluorescence; higher % means a stronger effect | inhibition, % at 10 µM; hits with a dose series show IC50 in µM | actives 0.77% (n = 100,000); in the data active = inhibition above about 50%
The depositor's hits bear a star; & = joins results of further samples.

SMILES | RNase H inhibition
CC(C)C(=O)N1N=C(c2ccncc2)CC1(O)C(F)(F)F (centres undefined) | 3%
O=C(c1ccc(F)cc1)N1CCN(Cc2cccc(Br)c2)CC1 | 9%
COc1ccccc1NC(=O)C1=C(C)NC(=O)NC1c1ccccc1Br (centres undefined) | 3%
CCOc1cc(/C=C2\SC(=O)NC2=O)cc(Cl)c1OCCOc1cc(C)cc(C)c1 | 9%
CC1CC(N(C(=O)c2cccc(F)c2)c2ccccc2)c2ccccc2N1 (centres undefined) | 0%
Cc1ccccc1CNC(=O)c1ccccc1C | 17%
O=C(/C=C/c1ccc([N+](=O)[O-])cc1)Nc1cccc(Cl)c1 | 13%
Cc1ccccc1OCC(=O)N/N=C/c1c(C)[nH]c2ccccc12 | 14%
O=C(CSc1nc2ccccc2o1)N1c2ccccc2Sc2ccccc21 | 8%
Cc1cc(C=O)c(C)n1-c1ccc(F)c(Cl)c1 | 0%
O=C1N=C(N2CCCCC2)SC1=C1CCCC1 | 15%
COc1ccc(CNC(=O)CN(c2ccccc2C)S(=O)(=O)c2ccccc2)cc1 | 6%
COc1cccc(C(=O)Nc2ccc(Cl)c(-c3nc4cc(Cl)ccc4o3)c2)c1 | 15%
NC(=O)CCC(=O)NC12CC3CC(CC(C3)C1)C2 | 0%
O=[N+]([O-])c1ccc(/C=C/c2cn(-c3ccccc3)nc2-c2ccc(Cl)cc2)cc1 | 11%
COc1ccc(O)c(CN2CCN(Cc3ccccc3[N+](=O)[O-])CC2)c1 | 0%
CC(OCc1ccccc1)C(NC(=O)OC(C)(C)C)C(=O)NCC1CCCO1 (centres undefined) | 2%
CCOc1ccccc1N(CC(=O)NCCc1ccc(OC)cc1)S(=O)(=O)c1ccc(C)cc1 | 20%
Cc1cccc(NC(=O)/C(=C\c2ccccc2)NC(=O)c2cccc([N+](=O)[O-])c2)c1 | 23%
CC(C)OC(=O)c1ccc(NC(=O)COc2ccc([N+](=O)[O-])cc2)cc1 | 2%
CCOc1cc(/C=C2/N=C(c3ccc(NC(C)=O)cc3)OC2=O)ccc1OCc1ccccc1 | 0%
CC(C)(C)c1ccc(/C=N/NC(=O)Cc2cccc3ccccc23)cc1 | 22%
Cc1ccc(N=C(NOCc2ccc([N+](=O)[O-])cc2)c2nonc2N)cc1 | 25%
CC(=O)c1c(C(=O)O)cccc1C(=O)O | 9%
O=c1c(C=Nc2ccccc2-c2ccccc2)c(O)n(C2CCCCC2)c(=O)n1C1CCCCC1 | 13%
O=C(Nc1ccc(Cl)cn1)c1ccccc1-c1ccccc1 | 3%
O=C(CCCN1C(=O)c2ccccc2C1=O)Nc1ccccc1C(=O)N1CCOCC1 | 0%
COC(=O)c1ccc(C2C(C(=O)OCCOC(C)C)=C(C)NC3=C2C(=O)CC(C)(C)C3)cc1 (centres undefined) | 0%
COc1ccc(/C(C)=N\N2CCN(Cc3ccc(C)cc3)CC2)cc1 | 12%
Cc1ccc(OCC(O)Cn2c(C)nc3ccccc32)cc1 (centres undefined) | 11%
COCC(=O)Nc1ccc(F)cc1F | 2%
COc1ccc(/C(N)=N/OC(=O)c2ccccc2F)cc1 | 7%
O=C1OC(c2ccc(Br)cc2)=C/C1=C/c1ccccc1 | 8%
COc1cc(C=C2C(=O)NC(=O)NC2=O)cc(Cl)c1OCCOc1ccccc1Cl | 25%
CC(=O)N(C)c1ccc(N2CCCCC2)c2c1C(=O)c1ccccc1C2=O | 17%
COC(=O)c1ccc(N2C(=O)C3C4C=CC(O4)C3C2=O)cc1 (centres undefined) | 0%
COc1ccc(C2CC(=O)C3=C(C2)NC(C)=C(C(=O)OC2CCCC2)C3c2ccc(Cl)cc2)cc1 (centres undefined) | 7%
COc1ccc(OCc2nc(-c3ccc(Cl)cc3)no2)cc1 | 1%
CCOC(=O)C1CCCN(C(=O)c2ccc(OC)cc2)C1 (centres undefined) | 26%
O=C(COc1ccc2ccc(=O)oc2c1)c1ccc(Cl)cc1 | 0%
O=C(Nc1ccc(Cl)c(-c2nc3ccccc3o2)c1)c1cccc(Cl)c1Cl | 12%
CCCCOC(=O)c1cccc(NC(=S)NC(=O)c2ccccc2Cl)c1 | 7%
O=C(Nc1ccc(-c2nc3cc(Cl)ccc3o2)cc1)c1ccc(Cl)c([N+](=O)[O-])c1 | 42%
COc1ccc(C(N)=CC(=O)OC(C)(C)C)cc1 | 0%
CCOC(=O)Cc1csc(NC(=O)c2ccc([N+](=O)[O-])o2)n1 | 4%
O=C(Nc1cc(C(F)(F)F)ccc1Cl)c1ccc(Cl)c([N+](=O)[O-])c1 | 18%
O=C(CCCN1C(=O)/C(=C/c2ccccc2)SC1=S)Nc1nccs1 | 16%
O=C(NCCN1CCOCC1)c1cccc(I)c1 | 2%
COc1ccc(-c2nc(=S)c3c(n2-c2ccccc2)CCCC3)cc1 | 15%
CCCOC(=O)c1ccc(OC(=O)c2ccc(Br)cc2)cc1 | 5%
O=C1S/C(=C\c2cc3c(cc2Br)OCO3)C(=O)N1c1ccccc1 | 6%
COc1ccc(-n2c(C)cc(/C=C(/C#N)C(=O)NCc3ccccc3)c2C)cc1 | 11%
CCOC(=O)c1c(NC(=O)c2cccnc2)sc(C)c1C | 1%
Cc1c(Cl)cccc1-c1ccc(C(=O)Nc2cccc(Cl)c2Cl)o1 | 12%
CCc1c(C)[nH]c2ccc(C)cc2c1=O | 9%
CN1CCN(/N=C/c2ccc([N+](=O)[O-])s2)CC1 | 6%
N/C(=C\C(=O)/C=C/c1ccco1)C(F)(F)F | 8%
Cc1ccc(OCC(=O)N(C)c2ccccc2)c(C)c1 | 15%
COc1ccc(C(=O)Nc2nccs2)c(OC)c1 | 4%
COc1ccc(C2C(C(C)=O)=C(O)C(=O)N2C)c(OC)c1 (centres undefined) | 6%

At a glance, some entries already given.
SMILES | RNase H inhibition
COc1ccc(OCc2nc(-c3ccc(Cl)cc3)no2)cc1 | 1%
CCOC(=O)C1CCCN(C(=O)c2ccc(OC)cc2)C1 (centres undefined) | 26%
O=C(COc1ccc2ccc(=O)oc2c1)c1ccc(Cl)cc1 | 0%
O=C(Nc1ccc(Cl)c(-c2nc3ccccc3o2)c1)c1cccc(Cl)c1Cl | 12%
CCCCOC(=O)c1cccc(NC(=S)NC(=O)c2ccccc2Cl)c1 | 7%
O=C(Nc1ccc(-c2nc3cc(Cl)ccc3o2)cc1)c1ccc(Cl)c([N+](=O)[O-])c1 | 42%
COc1ccc(C(N)=CC(=O)OC(C)(C)C)cc1 | 0%
CCOC(=O)Cc1csc(NC(=O)c2ccc([N+](=O)[O-])o2)n1 | 4%
O=C(Nc1cc(C(F)(F)F)ccc1Cl)c1ccc(Cl)c([N+](=O)[O-])c1 | 18%
O=C(CCCN1C(=O)/C(=C/c2ccccc2)SC1=S)Nc1nccs1 | 16%
O=C(NCCN1CCOCC1)c1cccc(I)c1 | 2%
COc1ccc(-c2nc(=S)c3c(n2-c2ccccc2)CCCC3)cc1 | 15%
CCCOC(=O)c1ccc(OC(=O)c2ccc(Br)cc2)cc1 | 5%
O=C1S/C(=C\c2cc3c(cc2Br)OCO3)C(=O)N1c1ccccc1 | 6%
COc1ccc(-n2c(C)cc(/C=C(/C#N)C(=O)NCc3ccccc3)c2C)cc1 | 11%
CCOC(=O)c1c(NC(=O)c2cccnc2)sc(C)c1C | 1%
Cc1c(Cl)cccc1-c1ccc(C(=O)Nc2cccc(Cl)c2Cl)o1 | 12%
CCc1c(C)[nH]c2ccc(C)cc2c1=O | 9%
CN1CCN(/N=C/c2ccc([N+](=O)[O-])s2)CC1 | 6%
N/C(=C\C(=O)/C=C/c1ccco1)C(F)(F)F | 8%
Cc1ccc(OCC(=O)N(C)c2ccccc2)c(C)c1 | 15%
COc1ccc(C(=O)Nc2nccs2)c(OC)c1 | 4%
COc1ccc(C2C(C(C)=O)=C(O)C(=O)N2C)c(OC)c1 (centres undefined) | 6%

Next part:
SMILES | RNase H inhibition
O=[N+]([O-])c1cc(Br)c(O)c(/C=N/c2nc3ccc(Br)cc3s2)c1 | 14%
Cc1nc(-c2ccccc2)c2c(=O)cc[nH]c2n1 | 2%
CCOc1ccccc1NC(=O)c1c(NC(=O)c2ccco2)sc2c1CCCC2 | 21%
N#CC1=C(NC(=O)Cc2ccccc2)c2ccccc2CC12CCCC2 | 10%
O=[N+]([O-])c1ccc(Cl)c(C=Nc2ccc(Br)cc2)c1 | 23%
COc1ccc(NC(=O)CN(c2cc(Cl)ccc2OC)S(C)(=O)=O)cc1Cl | 0%
CC(=O)Oc1ccc2oc(C)c(C(C)=O)c2c1 | 8%
O=C1S/C(=C\c2ccc(-c3cccc(Cl)c3)o2)C(=O)N1c1ccccc1 | 12%
CC(C)C1=CC23CCC4C(C)(C(=O)O)CCCC4(C)C2CC1C1C(=O)N(c2cccc([N+](=O)[O-])c2)C(=O)C13 (centres undefined) | 15%
CCc1cc2c(C)cc(=O)oc2cc1OCC(C)=O | 16%
COc1ccc(CCN(C(=O)c2cccc(F)c2)C2CC(=O)N(c3ccc(OC)cc3)C2=O)cc1 (centres undefined) | 2%
CCC(C)c1ccccc1OCc1nnc(NC(=O)Nc2ccc(Cl)c(Cl)c2)s1 (centres undefined) | 28%
CC(C)(C)c1ccc(C(=O)NNC(=O)c2ccc3ccccc3c2)cc1 | 22%
COc1ccc(/C(C)=N\N2CCN(Cc3ccc(Cl)cc3)CC2)cc1OC | 6%
COc1ccc(/C=C2\SC(=O)N(CC(=O)Nc3ccccc3Cl)C2=O)cc1 | 16%
CCOc1cc(C=O)ccc1OCc1ccc(Cl)c(Cl)c1 | 25%
O=C(c1ccccc1[N+](=O)[O-])N1CCc2ccccc2C1 | 0%
O=C1c2ccccc2C(=O)c2c1c(Cl)c(Cl)c(Cl)c2N1CCOCC1 | 14%
COc1ccc(/C=C/C(=O)Nc2ccc(C)cc2C)cc1OC | 2%
CN1C(=O)NC(=O)/C(=C\c2cc(Cl)c(OCc3ccccc3)c(Cl)c2)C1=O | 38%
O=C(c1ccc(Cl)c([N+](=O)[O-])c1)N1CCc2ccccc2C1 | 8%
CN(C)CCCCCCCCNC(=O)/C=N\O | 6%
COc1ccc(-c2nnc(/N=C/c3c(C)[nH]n(-c4ccc(C)c(C)c4)c3=O)s2)cc1 | 9%
CCCCNCCCCCCOc1ccc(Cl)cc1Cl | 10%
COc1cccc(C(=O)/C=C/c2ccc(OC)c(OC)c2)c1 | 15%
CCOC(=O)c1c(C)oc2cc(Br)c(OCC(N)=O)cc12 | 4%
O=C(NC(=S)Nc1ccc2oc(-c3cccnc3)nc2c1)c1ccccc1Cl | 22%
O=C(CC1CCS(=O)(=O)C1)Nc1ccc(Cl)cc1 (centres undefined) | 2%
COc1ccc(/C=N/N2CCN(C(c3ccccc3)c3ccccc3)CC2)c(OC)c1 | 17%
CCOc1ccccc1C(=O)Nc1cc(C)on1 | 6%
Nc1nonc1C(=NCc1ccccc1)NO | 9%
COc1ccc(N=CC2=C(O)c3ccccc3C2=O)cc1OC | 13%
CCCCCCN1C(=O)C(=O)/C(=C(\O)c2ccccc2)C1c1ccccc1[N+](=O)[O-] (centres undefined) | 0%
CC1=C(C(=O)Nc2nc3ccccc3s2)C(c2ccsc2)C2=C(CCCC2=O)N1 (centres undefined) | 14%
COc1ccc(OC)c(NC2=NC3(CCCCC3)N=C(N)N2)c1 | 12%
CC(=O)OC12CC3C(C1C(C)=NN2C(=O)C(=O)N1N=C(C)C2C4C(CC21OC(C)=O)C4(C)C)C3(C)C (centres undefined) | 5%
Cc1ccc(NC(=O)c2c(NC(=O)c3ccccc3)sc3c2CCCC3)cc1 | 3%
CCCCCC/C(=N\NS(C)(=O)=O)c1ccccc1 | 4%
CCCCC1(C)OC(=O)C(=Cc2ccc3c(c2)OCO3)C(=O)O1 (centres undefined) | 16%
O=c1c(/C=N/N2CCOCC2)c(C(F)(F)F)[nH]n1-c1nc2ccccc2s1 | 7%&7%
C=CCN1C(=O)/C(=C\c2cccc(C)c2O)SC1=S | 14%
Cc1c(NC(=O)CSCC(=O)Nc2ccc3ccccc3c2)c(=O)n(-c2ccccc2)n1C | 0%
COc1ccc(CSc2nnc(SCc3ccc(OC)c(F)c3)s2)cc1F | 17%
COc1ccc(-n2sc3c(c2=S)-c2cc(OC)ccc2NC3(C)C)cc1 | 13%
NC1=NC(=O)/C(=C/c2ccc(OCCOc3ccccc3)cc2)S1 | 12%
CSc1nc2ccc(NC(=O)CSc3nc4ccccc4s3)cc2s1 | 6%
Cc1cc(Cl)ccc1NC(=O)CCC(=O)N/N=C/c1cccnc1 | 9%
Cn1cnc2cc(NCc3nc4ccccc4n3Cc3ccccc3)ccc21 | 16%
COc1cc(/C=C(\C#N)c2[nH]nc(N)c2C#N)ccc1O | 0%
COC(=O)c1c(NC(=O)c2sc3cc(C)ccc3c2Cl)sc(C)c1C | 0%
O=C(Nc1nc2ccccc2n1CCOc1ccccc1)c1ccccc1F | 0%
COc1cc(OC)c(C2NC(=S)NC(C)=C2C(=O)Nc2ccc(Br)cc2)cc1OC (centres undefined) | 5%
CCOC(=O)c1c(N2C(=O)C3CC=C(Cl)CC3C2=O)sc2c1CCCC2 (centres undefined) | 15%
Cc1ccc(/C(=N/NC(=O)c2cccc([N+](=O)[O-])c2)c2ccccc2)cc1 | 21%
Cc1ccc(S(=O)(=O)Nc2cccc(C)c2C)cc1[N+](=O)[O-] | 4%
Cc1c(Cl)ccc2c1NC(C(=O)O)C1CC=CC21 (centres undefined) | 22µM*
CCc1ccccc1N1C(=O)NC(=O)/C(=C\c2ccc(N3CCCCC3)o2)C1=O | 9%
O=C(Nc1ccc(Cl)c(-c2nc3ccccc3[nH]2)c1)c1ccncc1 | 7%
O=[N+]([O-])c1cc2c3c(c1)C1C=CCC1C(c1ccc(F)cc1)N3CC1CC=CC21 (centres undefined) | 18%
CN(C)c1ccc(/C=C(\NC(=O)c2ccccc2)C(=O)NCCc2c[nH]c3ccccc23)cc1 | 21%
(continued)
SMILES | RNase H inhibition
O=C(Nc1ccc(Cl)cc1)Nc1ccccc1C(=O)Nc1ccccc1 | 16%
COc1cc(/C=C2\SC(=S)NC2=O)cc(Br)c1OC(=O)c1ccccc1 | 58%*
O=C(/C=C/c1ccc(-c2ccc(F)cc2)o1)c1cccs1 | 12%
Cc1ccc(NC(=O)/C(=C/c2ccccc2)c2ccccc2)cc1C | 5%

The list is partial (hit frequency here may not be typical).
